CAL PDZ FP-1 – CAL PDZ peptide-binding inhibitors, primary screen, biochemical, fluorescence polarization, Cer-tagged CAL PDZ, HTS; AID 504414, 2011; inhibition, % at 20 µM; Golgi-associated PDZ and coiled-coil motif-containing protein (Homo sapiens), Q9HD26; purified CAL PDZ, TMR-peptide fluorescence polarization, 1 h; hit rate 0.02% among 330,000;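 active = highest replicate inhibition of at least 40%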;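 also: plate controls were DMSO neutral control wells for no effect and unlabeled competitor peptide control wells for full effect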
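System: purified tagged CAL PDZ domain construct (CerCALP). Schedule: 1 h incubation at room temperature before polarization reading. Medium: 25 mM sodium phosphate pH 7.4, 150 mM NaCl, TCEP, IgG, Thesit. Read-out: percent inhibition from loss of millipolarization. Measured by: FP readout, S and P plane fluorescence. Probe or stimulus: fluorescent TMR peptide probe.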
CAL PDZ FP-2 – untagged CAL PDZ binding inhibitors, primary screen, biochemical, fluorescence polarization, HTS. inhibition, % at 24.9 µM. hit rate 0.92% among 300,000. purified CAL PDZ, TMR-peptide fluorescence polarization, 1 h. Golgi-associated PDZ and coiled-coil motif-containing protein (Homo sapiens), Q9HD26. AID 602252, 2012;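 active = mean inhibition of at least 30% with at least half of replicates also reaching 30%; inconclusive = no clear call, values can overlap the other calls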;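 also: 0% = DMSO neutral control and 100% = excess unlabeled competitor peptide PRC23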
MITF act – activators of MITF-driven TRPM1 promoter reporter, primary screen, cell-based, SK-MEL-5, luciferase, single point; hit rate 0.75% among 300,000; activation, % at 12.5 µM; SK-MEL-5 TRPM1-promoter luciferase, 24 h; % of positive control, neutral wells = 0;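 active = mean activation of at least 80% with every replicate also reaching 80%; inconclusive = mean reaches 80% but some replicate falls short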;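 also: 0% = neutral control wells and 100% = parthenolide positive control wells; values of inactives mirror those of a sister screen read the other way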
dFosB activator – activators of delta FosB homodimer, primary screen, biochemical, fluorescence polarization, TAMRA-CDK5 oligo, single point | Protein FosB (Mus musculus), P13346 | purified delta FosB; percent of positive-control signal above neutral wells | activation, % at 25 µM | hit rate 0.99% among 340,000;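 active = mean activation above about 17%, with every replicate also reaching it, limit read from the data, passing the limit was not always enough; inconclusive = only one of the two conditions met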;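 also: fluorescence polarization rise as delta FosB binds a TAMRA Cdk5 AP-1 oligo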
CDK5 inh – inhibitors of human CDK5/p35 kinase, primary screen, biochemical, single concentration; inhibition, % at 10 µM; Recombinant CDK5/p35, ADP-Glo luminescence, 60 min; Cyclin-dependent kinase 5 (Homo sapiens) + Cyclin-dependent kinase 5 activator 1 (Homo …; AID 488839, 2010; hit rate 0.01% among 330,000;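 active = highest replicate inhibition of at least 50% and at least 75% of replicates reaching 50%; inconclusive = only one of the two criteria met; inactive = both criteria failed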;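 also: plate controls were DMSO neutral control for no effect and GW8510 at 10 µM for full effect; many of its hits are not listed in these tables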
Target sequence (Q00535 whole entry, looked up): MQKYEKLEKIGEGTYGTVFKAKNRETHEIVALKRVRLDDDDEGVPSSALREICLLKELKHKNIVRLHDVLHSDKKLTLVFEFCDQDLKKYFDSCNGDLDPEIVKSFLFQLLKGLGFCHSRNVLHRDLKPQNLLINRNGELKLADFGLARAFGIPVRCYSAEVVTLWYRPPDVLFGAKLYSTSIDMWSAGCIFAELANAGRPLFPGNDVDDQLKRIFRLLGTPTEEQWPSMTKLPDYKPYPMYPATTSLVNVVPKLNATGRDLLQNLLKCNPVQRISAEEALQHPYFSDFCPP
Target sequence (Q15078 whole entry, looked up): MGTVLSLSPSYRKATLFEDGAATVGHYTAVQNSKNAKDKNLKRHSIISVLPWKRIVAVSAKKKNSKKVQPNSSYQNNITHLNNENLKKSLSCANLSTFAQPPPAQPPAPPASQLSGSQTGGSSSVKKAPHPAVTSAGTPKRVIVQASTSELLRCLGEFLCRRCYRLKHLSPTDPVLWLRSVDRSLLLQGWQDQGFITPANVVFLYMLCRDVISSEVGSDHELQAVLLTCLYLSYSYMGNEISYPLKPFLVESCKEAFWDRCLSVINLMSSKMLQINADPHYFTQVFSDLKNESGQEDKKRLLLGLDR
cardiac RTF act – cardiac RTF calcium sensitivity activators, primary screen, biochemical, IANBD-TnC fluorescence, EC20 calcium; Troponin I, cardiac muscle (Homo sapiens) + Troponin T, cardiac muscle (Homo sapiens) + …; IANBD-labeled TnC RTF fluorescence at EC20 calcium; 0% EC20 calcium, 100% full calcium; activation, % at 7.2 µM; hit rate 0.24% among 340,000; AID 493008, 2010;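 active = activation above the mean over all tested compounds plus 3 SD, cut at about 30% in these data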;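 also: rise in fluorescence read as greater calcium sensitivity of cardiac thin filaments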
Tat transport – E. coli Tat export inhibitors, primary screen, MC4100, TorA-mCherry reporter, fluorescence, single point. inhibition, % at 10 µM. hit rate 0.036% among 340,000. AID 488895, 2010;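 active = mean replicate inhibition at least 50% and at least half of replicates individually reaching 50%; inconclusive = only one of the two criteria met; inactive = neither criterion met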;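 also: exported cargo escapes ClpAP degradation while cytoplasmic cargo is degraded and loses fluorescence; 0% = median of neutral control wells and 100% = median of NaSCN control wells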
Rtt109 Vps75 – inhibitors of C. albicans Rtt109/Vps75 HAT, primary screen, biochemical, ThioGlo CoA-SH fluorescence, plate reader. purified Rtt109/Vps75, 4 h. inhibition, % at 34.9 µM. hit rate 0.16% among 330,000. AID 540336, 2011. Histone acetyltransferase RTT109 (Candida albicans (strain SC5314 / ATCC MYA-2876)), …;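 active = inhibition of at least 50% in every replicate; inconclusive = best replicate reaches 50% inhibition but some replicates fall short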
Target sequence (Q5AAJ8 whole entry, looked up): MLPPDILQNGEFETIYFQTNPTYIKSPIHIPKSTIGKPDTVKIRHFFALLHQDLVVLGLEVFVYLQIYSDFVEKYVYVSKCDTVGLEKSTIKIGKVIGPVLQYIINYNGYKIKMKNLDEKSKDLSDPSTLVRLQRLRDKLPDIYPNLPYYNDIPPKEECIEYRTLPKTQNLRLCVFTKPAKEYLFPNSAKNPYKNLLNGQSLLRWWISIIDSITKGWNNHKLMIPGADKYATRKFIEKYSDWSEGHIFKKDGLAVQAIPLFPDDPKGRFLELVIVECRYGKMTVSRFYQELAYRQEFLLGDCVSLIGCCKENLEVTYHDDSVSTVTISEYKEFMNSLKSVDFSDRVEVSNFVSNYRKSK
V-ATPase pH – regulators of yeast V-ATPase proton pumping, primary screen, pHLuorin cytosolic pH fluorescence | S. cerevisiae | response, % at 10 µM | hit rate 0.37% among 350,000 | AID 504577, 2011; in the data active = response mostly above about 7.3%, no sharp cut-off; inactive = mostly below about 5.4%; also: actives read high; inactives centre near 0; some compounds called inactive have numbers as strong as hits; reference of the scale not given here
Wnt bcat act – Wnt/beta-catenin pathway activators, primary screen, cell-based, plate reader, single point | Wnt/beta-catenin reporter cell assay, activator | activation, % at 9.35 µM | hit rate 1.2% among 300,000 | AID 743398, 2014; in the data active = activation above about 30%, passing the limit was not always enough; inconclusive = no clear call, values can overlap the other calls;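 also: 0% = neutral control wells and 100% = positive control wells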
* = called active by the depositor; u = inconclusive; x = not tested or not shown. No enrichment for hits; overall some 4.1% were active at least once.

Value order – CAL PDZ FP-1, CAL PDZ FP-2, MITF act, dFosB activator, CDK5 inh, cardiac RTF act, Tat transport, Rtt109 Vps75, V-ATPase pH, Wnt bcat act
CC(C)(C)OC(=O)N1CCCC(C(=O)Nc2cccc(C(=O)NCCc3ccccc3)c2)C1 (configuration not stated)
→ -0.3, -3, 13, -16, -0.2, 6, u, -8, -1, -2
CSc1nc2ccc(Nc3nc(N4CCOCC4)nc(N4CCOCC4)n3)cc2s1
→ -0.7, x, 29, 0, -3.1, -5, -9, 12, 3, -4
Cc1ccc(S(=O)(=O)N(C)C)cc1NC(=O)COC(=O)CCCOc1ccccc1
→ -0.6, -5, 14, -10, -1.0, 7, 0, -7, 4, -1
O=C(O)c1cc(-c2ccc(N3CCOCC3)cc2)nn1-c1ccc(F)cc1F
→ -0.5, 8, -4, -5, 0.2, -2, -5, 13, -3, u
COc1ccc(NC(=O)C2CCN(S(=O)(=O)c3ccc(C)cc3)CC2)cc1OC
→ -0.7, 1, -2, -5, 2.9, 0, -8, -10, -2, -3
Cc1ccc(CC2C(=O)N(c3nc(C)cc(C)n3)C(=O)C2C)cc1 (configuration not stated)
→ -7.6, 0, -7, 1, -2.5, -2, -1, 1, -2, -2
O=C(CSc1nc2ccccc2o1)NCc1ccc2c(c1)OCO2
→ -1.3, x, x, -6, 1.5, -1, -4, -8, 0, 15
O=C(/C=N/O)Nc1ccc2sc3ccccc3c2c1
→ -2.1, -2, x, -2, 0.1, -4, -10, 1, 0, 10
CC(C)(CNC(=O)c1cccc(NS(=O)(=O)c2ccc(Br)cc2)c1)N1CCOCC1
→ -3.3, -2, -6, -7, 0.4, -5, -7, 4, 5, 0
CC1CCc2c(sc3nn[nH]c(=O)c23)C1 (configuration not stated)
→ -2.1, -2, 0, -4, 1.4, 1, -5, -4, 0, 2
COc1ccc(C(=O)N(C(C)C)C(C)C)c(OC)c1
→ -1.7, -1, 2, 1, 2.4, 1, 26, 5, -5, -4
CC(C)(C)c1cc(CCC(=O)NCc2cccnc2)cc(C(C)(C)C)c1O
→ 0.9, -3, 17, -1, 2.2, -7, 0, -11, -1, 3
COc1ccc(S(=O)(=O)N(C)C)cc1NC(=O)CCCSc1ccccc1
→ -3.4, x, 1, -12, -1.3, -5, 3, -10, -1, -2
COc1cccc(NS(=O)(=O)NC(=O)c2cn(C)c3ccccc23)c1
→ -1.2, -3, 0, 6, -0.4, -2, 3, 4, -1, 3
COc1ccccc1CNCc1cc(OC)c(OC)cc1OC
→ -0.5, -6, -2, 3, -1.0, 2, 3, -13, 1, 1
CCOc1ccc(NC(=O)CN(C)C(=O)c2ccc(COc3ccccc3)cc2)cc1OCC
→ 1.0, -4, x, -5, 0.0, -2, -9, 14, -3, 3
Cn1c(=O)[nH]c(=O)c2c1nc(N1CCCCC1)n2C/C=N/Nc1ccc(C(=O)O)cc1
→ -0.5, -2, 6, -4, -1.5, 0, -4, 0, 4, 10
Cc1c(C(C)C)c(=O)n(-c2ccc(S(=O)(=O)N3CCOCC3)cc2)n1C
→ 0.9, 0, -7, 0, 3.5, 5, -4, 10, -1, -14
COc1cccc(CN2CCC(n3nccc3NC(=O)CCCc3ccccc3)CC2)c1
→ 0.0, -2, -13, -10, -3.6, 7, 0, 0, -1, -1
COc1ccc(C2C(C(=O)c3ccco3)=C(O)C(=O)N2CC2CCCO2)c(OC)c1 (configuration not stated)
→ -0.2, 6, -3, 0, 0.2, -3, -1, 2, 0, 0
CN(C)S(=O)(=O)c1cccc(N=C2SCCN2Cc2ccccc2)c1
→ -0.3, -2, -8, -11, -0.1, 3, 15, -2, 0, -1
COc1ccc(NS(=O)(=O)c2cccc(C(=O)N3CCCCCC3)c2)cc1
→ -1.6, -1, -7, -5, -0.2, 4, 5, -2, 9, -2
COc1ccc(S(=O)(=O)N(C)CC(=O)NCCc2ccccc2)cc1OC
→ -0.8, -2, -14, 0, -2.7, 4, 2, -9, 6, 2
CCN(C(=O)COC(=O)CNS(=O)(=O)c1ccc2ccccc2c1)C1CCCCC1
→ -2.3, -4, -4, -6, -0.3, 1, 0, 4, 0, -2
CC(Cl)C(=O)c1c(N)n(C)c(=O)n(C)c1=O (configuration not stated)
→ -0.1, x, 5, 1, 0.2, 10, 8, -2, 1, 0
COc1ccccc1S(=O)(=O)N1CCN(S(=O)(=O)c2ccccc2C#N)CC1
→ -1.0, -4, 8, 6, -6.5, 2, 9, 2, -1, -2
O=C(COc1cc(Cl)c(Cl)cc1Cl)Nc1cccc(O)c1
→ 0.5, -5, 139*, -3, 1.7, 1, -6, 6, -3, 45*
COc1ccc(C(CNC(=O)COc2ccccc2OC)N(C)C)cc1OC (configuration not stated)
→ 0.2, x, x, -9, 0.4, -2, -5, -7, -1, x
Cn1nc(-c2ccccc2)c(C(=O)Nc2ccc(C(F)(F)F)cc2)c1Cl
→ -1.7, -4, 9, -2, -3.1, 17, -1, -11, 2, x
Cc1nn(-c2ccccc2)c(N2CCCC2)c1/C=N/NC(=S)Nc1ccc(F)cc1
→ -2.6, -4, -7, -12, 2.5, 2, 2, x, 8, -3

Compound profiles (already shown). Order of values: CAL PDZ FP-1 | CAL PDZ FP-2 | MITF act | dFosB activator | CDK5 inh | cardiac RTF act | Tat transport | Rtt109 Vps75 | V-ATPase pH | Wnt bcat act
O=C(COc1cc(Cl)c(Cl)cc1Cl)Nc1cccc(O)c1 as listed: 0.5 | -5 | 139* | -3 | 1.7 | 1 | -6 | 6 | -3 | 45*
CC(Cl)C(=O)c1c(N)n(C)c(=O)n(C)c1=O (configuration not stated) as listed: -0.1 | x | 5 | 1 | 0.2 | 10 | 8 | -2 | 1 | 0
COc1ccccc1S(=O)(=O)N1CCN(S(=O)(=O)c2ccccc2C#N)CC1 as listed: -1.0 | -4 | 8 | 6 | -6.5 | 2 | 9 | 2 | -1 | -2

Other results follow:
Value order – CAL PDZ FP-1, CAL PDZ FP-2, MITF act, dFosB activator, CDK5 inh, cardiac RTF act, Tat transport, Rtt109 Vps75, V-ATPase pH, Wnt bcat act
CC(NS(=O)(=O)c1ccc(Br)cc1)C(=O)NCc1ccc2c(c1)OCO2 (configuration not stated)
→ -0.2, 0, -3, -3, -1.0, 7, -14, -2, -1, 12
COCCCN1C(=O)C(=O)/C(=C(/O)c2ccc(OC(C)C)cc2)C1c1cccnc1 (configuration not stated)
→ -0.2, -5, 3, 4, 0.6, 0, -5, 2, 0, x
COc1ccc(-c2nnc(SCC(=O)Nc3ccc(C)cc3)n2C)cc1
→ -1.9, -3, -6, 0, 0.1, -4, -5, -5, 1, x
COc1cc(-c2nnc(SCC(=O)Nc3cc(C)on3)n2C)cc(OC)c1O
→ -1.3, -3, -1, 2, 0.7, -1, -6, 11, 1, x
O=C(NCCCCc1ccccc1)c1cccc(NC(=O)C2CC2)c1
→ -0.3, -1, 8, -4, 1.4, -4, -1, 5, 1, 5
O=S(=O)(c1ccc2ccccc2c1)N1CCc2ccccc21
→ -0.8, 0, x, 1, -1.1, 2, -7, -8, 0, -3
Cc1ccc(C(=O)COC(=O)CNC(=O)c2ccc(N3C(=O)c4ccccc4C3=O)cc2)cc1C
→ -2.1, -3, 7, 10, 0.4, -3, -1, 13, 0, x
COc1cccc(C(=O)Nc2ccc3[nH]ncc3c2)c1OC
→ x, -3, 35, -4, 1.3, 1, -6, 1, -1, 5
COc1ccc(CNC(=O)C2CCC(CNS(=O)(=O)c3cccc4cccnc34)CC2)cc1 (configuration not stated)
→ 0.0, 1, 3, -6, -1.7, -1, 4, -5, 4, 1
COc1ccc(C2(c3ccc(O)cc3O)CC(c3ccccc3Cl)NC(=S)N2)cc1 (configuration not stated)
→ -0.3, 0, -18, -3, 0.5, -4, 2, -2, 0, -1
O=C(O)c1ccoc1CN1CCCCC1
→ 0.1, 0, x, -2, 3.4, -1, -3, 9, -1, x
Cc1cc(S(=O)(=O)Nc2ccc(C(=O)NCc3cccnc3)cc2)ccc1F
→ -2.6, -2, -3, -3, -0.9, -1, -16, 14, 0, 0
Cc1ccc(Cl)cc1N1CCN(C(=O)c2ccc(CS(=O)Cc3ccc(Cl)cc3)o2)CC1 (configuration not stated)
→ 0.2, x, -10, -18, 1.3, 1, 17, 13, 4, -1
Cc1cc(C)cc(N2CCCn3c2nc2c3c(=O)n(CC(=O)OCc3ccccc3)c(=O)n2C)c1
→ -2.6, x, -13, -16, -1.0, 0, 11, -6, 4, -4
Cc1ccccc1NC(=O)CSc1nnc(NC(=O)C2CC2)s1
→ -0.3, -5, x, -5, -2.2, 1, 10, 5, 4, -4
S=c1[nH]nc(Cc2ccc(Cl)cc2)o1
→ -2.7, -3, 5, -3, -0.1, -3, 4, 4, 3, 3
CC1CCN(c2ccc(C(=O)O)cc2)CC1
→ -2.2, 0, -1, -7, 0.4, 0, 0, 24, -4, -1
C#CCOCCOCCOCCNc1nc(N2CCN(C(=O)Cn3cc(CC(C)O)nn3)CC2)nc(N2CCN(C(=O)[C@H]([C@@H](C)O)n3cc(CCCCN)nn3)CC2)n1 (some centres not stated)
→ -0.9, -2, 6, -13, -1.9, 5, -4, 0, -3, -2
Cn1cccc1Cc1nnc(SCC(=O)N2CCc3ccccc32)n1-c1ccc(F)cc1
→ -0.5, 0, -9, -4, 0.3, 1, 3, 6, 1, -1
Cc1ncc([N+](=O)[O-])n1CC(=O)Nc1ccc(Br)cc1
→ -1.2, -1, 7, 12, 1.0, -4, 11, -1, -1, 0
CN(C)N1C(N)=C(C#N)C(c2ccc3c(c2)OCO3)C2=C1CC(C)(C)CC2=O (configuration not stated)
→ 0.5, -5, 1, 1, -0.5, 1, 1, -6, -1, 1
O=C1CC(c2cccs2)c2ccc3ccccc3c2N1 (configuration not stated)
→ -2.5, 6, 1, -10, 0.7, 8, 2, 12, -2, 2
Cc1c(N)cccc1N
→ -0.3, -4, -15, 2, 1.4, -2, -6, 0, 0, -1

Screening results deposited in PubChem by several laboratories.
